ERG Ets-DNA blk = qHTS for Small Molecule Inhibitors of the ERG Ets/DNA interaction | Potency, µM (series often up to 76.9 µM), without a hit: at the top dose FP activity, negative = inhibition, usual class: inhibitors | 370,000 compounds, 0.028% hits | fluorescence polarization, His-ERG Ets domain / labelled DNA | Transcriptional regulator ERG (Homo sapiens), P11308; active = well fitted inhibition curve with a large enough effect in the polarisation, with a control signal flat; inconclusive = small, poorly fitted or top-dose-only effect, or effect the other way, or a change in a side signal; inactive = no such curve, though single readings can be large or run the other way; the % refers to the polarisation;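 note: polarization taken with two DNA probes labelled with fluorescein and Texas red; potency is the fitted concentration of half-maximal effect; % of control where 0% means no effect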
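His-tagged ERG Ets domain (1 uM in the protein solution; 300mM KCl, 50mM Tris-HCl, 1mM EDTA, 1mM DTT, pH 7.5) received compound, then a probe mix of 5 nM fluorescein-DNA and 100nM Texas-615-DNA. Fluorescence polarization was read for both dyes.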
D2 antagonist = HTS Assay for Allosteric Antagonists of the Human D2 Dopamine Receptor: Primary Screen for Antagonists | D(2) dopamine receptor (Homo sapiens), P14416 | HEK293 TREx D2 cells, calcium flux, dopamine EC80 | inhibition, % at 10 µM | 340,000 compounds, 2% hits; in the data active = inhibition above about 30%; note: 0% is about no effect
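Tetracycline-induced HEK293 TREx cells expressing D2 receptor forced-coupled to calcium signalling, loaded with no-wash calcium dye. Compounds added and calcium flux read 180 s, then dopamine added at EC80 and read a further 180 s.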
Glioma ERSR ind = qHTS for Inducers of the Endoplasmic Reticulum Stress Response (ERSR) in Human Glioma: qHTS. U87-MG GRP78 promoter luciferase reporter, 16 h. Potency, µM, without a hit: at the highest dose activation, hits mostly activators. 420,000 compounds, 0.02% hits; note: potency is the fitted concentration of half-maximal effect; series mostly up to about 76 µM; % of control where 0% means no effect; nearly all actives have a fitted effect of over 35% in size
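Stably transfected U87-MG human glioma cells carrying a GRP78-based luminescent sensor were seeded at 1000 cells/well, pin-dosed with compounds and incubated 16 h. Luciferase reagent was then added, and end-point luminescence was read after 10 min at room temperature.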
LDHA inh = qHTS assay for inhibitors of human lactate dehydrogenase; activity change, % (values are at about 110 or 230 µM); L-lactate dehydrogenase A chain (Homo sapiens), P00338; AID 1347041, 2019; 480,000 compounds, 0.15% hits; purified LDHA, NADH/diaphorase-resazurin fluorescence; hits give low values; in the data active = activity change below about -30%; inconclusive = mostly about -25% to -30%;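 note: plate controls were DMSO wells for no effect and wells without enzyme for full effect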
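Human LDH5 (2 nM) was incubated with 0.06 mM NADH and 0.2 mM pyruvate for 5 min at room temperature in Tris pH 7.4. Remaining NADH was coupled through diaphorase/resazurin, and resorufin fluorescence was read at 0 and 20 min.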
RGS4 inhibitor = Inhibitors of Regulator of G Protein Signaling (RGS) 4: qHTS. Potency, µM (doses to about 114 µM), for inactives: top-dose activity change, negative = inhibition, most hits filed as inhibitors. Regulator of G-protein signaling 4 (Homo sapiens), P49798. 390,000 compounds, 0.039% hits. AID 504845, 2011. Transcreener GDP fluorescence polarization, RGS4-accelerated GTP hydrolysis; note: potency is the fitted concentration of half-maximal effect; % is set by controls: 0 for no effect and ±100 for the full control effect; nearly all actives have a fitted effect of over 75% in size; some results filed as inactive show a strong effect at the top dose
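MLSMR compounds (23 nl, pin-transferred) preincubated 10 min at room temperature with a 500nM (2x) first reagent, then RGS4 at 900nM (2x) plus Transcreener GDP mix added; fluorescence polarization (620/688 nm) read before and after 90 min at 30 °C.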
D2 ag = HTS Assay for Allosteric Agonists of the Human D2 Dopamine Receptor: Primary Screen for Agonists; D(2) dopamine receptor (Homo sapiens), P14416; activation, % at 2 µM; HEK293 T-REx D2 cells, calcium flux agonist mode; 340,000 compounds, 0.53% hits; AID 485358, 2010;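 active = activation over 3 SD above normal in the single-dose calcium agonist read, cut at about 30% in these data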; note: 0% is about no effect
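In this primary screen, compounds producing a positive calcium signal within 180 s of addition to tetracycline-induced, force-coupled HEK293 Trex D2 cells are flagged; cells are dye-loaded with a no-wash calcium kit beforehand.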
12-LOX inh = Primary qHTS assay for inhibitors of human arachidonate 12S-lipoxygenase (ALOX12): Round 2 | Polyunsaturated fatty acid lipoxygenase ALOX12 (Homo sapiens), P18054 | AID 1671190, 2021 | purified 12hLO, xylenol orange hydroperoxide absorbance | 580,000 compounds, 1.1% hits | Potency, µM (highest dose often 108 µM), inactives show at the top dose activity change, negative = inhibition, hits mostly inhibitors; note: potency is the fitted concentration of half-maximal effect; % is set by controls: 0 for no effect and ±100 for the full control effect
Target sequence (P18054 whole entry, looked up): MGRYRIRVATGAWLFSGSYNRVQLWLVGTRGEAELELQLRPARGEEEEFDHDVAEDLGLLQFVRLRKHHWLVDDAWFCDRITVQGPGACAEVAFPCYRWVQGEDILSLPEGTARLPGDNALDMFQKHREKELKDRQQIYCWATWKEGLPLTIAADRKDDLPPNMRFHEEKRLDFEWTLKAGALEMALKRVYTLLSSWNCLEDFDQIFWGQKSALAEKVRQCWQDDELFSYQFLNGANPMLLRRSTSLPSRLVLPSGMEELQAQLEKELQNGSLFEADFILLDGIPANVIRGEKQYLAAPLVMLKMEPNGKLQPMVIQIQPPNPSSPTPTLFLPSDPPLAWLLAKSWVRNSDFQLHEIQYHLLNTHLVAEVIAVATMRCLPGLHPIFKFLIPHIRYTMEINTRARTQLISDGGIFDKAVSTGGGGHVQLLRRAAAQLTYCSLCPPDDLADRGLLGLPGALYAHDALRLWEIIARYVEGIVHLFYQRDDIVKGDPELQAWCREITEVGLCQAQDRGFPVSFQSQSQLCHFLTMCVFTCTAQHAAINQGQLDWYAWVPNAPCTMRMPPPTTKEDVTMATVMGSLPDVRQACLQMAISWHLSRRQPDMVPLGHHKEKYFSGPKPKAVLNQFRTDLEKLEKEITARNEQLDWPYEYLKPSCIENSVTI
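Purified human 12hLO at 150 nM in 25 mM Hepes, 0.01% Triton X-100, pH 7.0, preincubated 15 min at room temperature with compound. Reaction started with 40 uM arachidonic acid, 30 min at room temperature. Hydroperoxide measured by Fe-xylenol orange, 573/405 nm absorbance ratio.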
Vif-A3F inh = qHTS for Inhibitors of Vif-A3F Interactions: qHTS; HeLa A3F-eYFP + Vif (tagged APOBEC3F with the HIV-1 protein that degrades it), YFP fluorescence increase; Potency, µM (series often up to 46.1 µM), for inactives: top-dose activity, negative = active; 390,000 compounds, 0.2% hits; note: potency is the fitted concentration of half-maximal effect; % of control where 0% means no effect; nearly all actives have a fitted effect of over 65% in size
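HeLa cells stably expressing A3F-eYFP plus Vif, plated and incubated overnight at 37 deg C, then exposed to compounds overnight at 37 deg C. Blocked degradation read as raised yellow fluorescence (Ex 488/Em 500-530).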
Vif-A3G inh = qHTS for Inhibitors of Vif-A3G Interactions: qHTS. HeLa A3G-eYFP + Vif (tagged APOBEC3G with the HIV-1 protein that degrades it), YFP fluorescence, overnight. 410,000 compounds, 0.076% hits. Potency, µM (highest dose often 46.1 µM), for the others: top-dose activity, negative = active, actives largely listed as inhibitors;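 note: potency is the fitted concentration of half-maximal effect; % is set by controls: 0 for no effect and ±100 for the full control effect; nearly all actives have a fitted effect of over 60% in size; hits raise eYFP signal because A3G escapes Vif-driven loss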
Target sequence (Q9HC16 whole entry, looked up): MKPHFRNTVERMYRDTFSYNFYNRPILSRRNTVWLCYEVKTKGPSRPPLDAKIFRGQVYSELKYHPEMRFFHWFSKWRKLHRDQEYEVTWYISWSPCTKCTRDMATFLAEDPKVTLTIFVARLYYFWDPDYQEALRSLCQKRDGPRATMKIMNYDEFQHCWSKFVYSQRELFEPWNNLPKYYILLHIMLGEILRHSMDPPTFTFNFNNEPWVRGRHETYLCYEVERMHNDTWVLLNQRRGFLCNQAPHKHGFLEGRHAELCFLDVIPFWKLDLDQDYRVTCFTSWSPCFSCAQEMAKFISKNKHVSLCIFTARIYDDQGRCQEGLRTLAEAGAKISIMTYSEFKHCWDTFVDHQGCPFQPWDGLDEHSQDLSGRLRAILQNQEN
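HeLa cells stably expressing Vif and C-terminally eYFP-tagged A3G, seeded overnight at 37 deg C, then exposed to compound by pintool overnight at 37 deg C. Rise in yellow fluorescence (Ex 488/Em 500-530, Acumen) marks blocked Vif-driven A3G degradation.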
The depositor's hits bear a star; i = inactive; ? = inconclusive; · = not tested or not shown; & = joins results of further samples; [ ] = dose if it differs, or a comment. Unless noted, calls come from the whole dose curve; as a rule, active = well fitted curve in the direction sought with a large enough effect; inconclusive = small, poorly fitted or top-dose-only effect, or another doubt; inactive = no such curve, though single readings can be large; an effect the other way counts as inactive or inconclusive. Not all compounds are listed; rates above refer to the full screens.

SMILES	ERG Ets-DNA blk	D2 antagonist	Glioma ERSR ind	LDHA inh	RGS4 inhibitor	D2 ag	12-LOX inh	Vif-A3F inh	Vif-A3G inh
O=c1[nH]c(=O)n(-c2ccc(F)cc2)c(O)c1C=Nc1ccccc1N1CCCC1	-6%	1	1%	0	-34%	1.6	0%	?	-8%
CC(=O)OC1N=C(c2ccc(Cl)cc2)c2cc(Br)ccc2NC1=O (stereo not drawn)	4%	2	-6%	2	7%	0.3	?	0%	-1%
COc1ccc(-n2c(CN3CCOCC3)nc3ccccc3c2=O)c(OC)c1	0%	-4	-2%	-19	-6%	1.2	7%	-3%	0%
CCN1C(=O)/C(=C/c2ccc(N(CC)CC)cc2OC)C(=O)NC1=S	38%[activator]	·	-4%	4	?	·	-16%	7.9µM*	0%
O=C(c1sc2ccccc2c1Cl)N1CCC2(CC1)OCCO2	-10%	-5	-3%	-2&8	13%	-1.6	-13%&52%	1%	-5%
O=C(COc1cc(Cl)ccc1Cl)Nc1ccc(Cl)cc1C(=O)c1ccccc1	-2%	·	-2%	-7	-2%	0.3	1%	-1%	3%
O=P(Oc1ccccc1)(Oc1ccccc1)N1CCN(c2ccc(F)cc2)CC1	-8%	4	-4%	2	-12%	-0.9	-9%	11%	-1%
O=c1[nH]c(=O)n(Cc2ccco2)c(O)c1C=NC1CCN(Cc2ccccc2)CC1	12%	8	-2%	0	-21%	0.2	-26%	-1%	-1%
O=c1[nH]c(=S)n(CCC2=CCCCC2)c(O)c1C=NC1CCN(Cc2ccccc2)CC1	0%	-7	-1%	-12	19%	0.4	14%	-5%	1%
COc1cccc(CNCCc2ccccc2)c1OC	0%	13	0%	-11	-2%	0.8	-2%	3%	7%
Cc1cc[n+](Cc2ccccc2)cc1	-6%	3	-5%	-12	36%	0.2	6%	1%	1%
COc1nc(NC(C)C)nc(NC(C)C)n1	-2%	-3	-5%&0%	-5	0%	-0.1	0%	4%	5%
C[N+]1=C(/C=C/Nc2ccccc2)C(C)(C)c2ccccc21	5%	-18	-3%	-7	12%	-0.8	?	-7%	-1%
COc1ccc(OCC(=O)Nc2ccc(Cl)cc2C(=O)c2ccccc2)cc1	7%	6	-8%	-4	-15%	-1.5	-16%	·	-3%
CCOC(=O)c1c(N)n(CCN2CCCCC2)c2nc3ccccc3nc12	·	-5	-4%	3	0%	4.5	?	2%	5%
Oc1cc2c(cc1CN1CCN(c3ccccc3)CC1)OCO2	4%	108*	-4%	24	0%	83*	20%	-3%	4%
C=CCn1c(O)c(C(C)=NCCCn2ccnc2)c(=O)[nH]c1=O	7%	-6	-4%	-7	12%	0.3	0%	5%	-9%
COC(=O)C1=C(c2ccc(C(C)=O)cc2)C[C@@H]2CC[C@H]1N2C(=O)N1CCC(O)(c2ccc(Cl)cc2)CC1	-4%	·	-5%	-1	23%	·	9%	3%	2%
O=c1[nH]c(=S)n(Cc2ccc(F)cc2)c(O)c1C=NCc1cccnc1	-2%	-4	-3%	-1	-11%	0.5	0%	-16%	-15%
O=Cc1cn(Cc2cccc(F)c2)c2ccccc12	0%	-10	-4%	-1	-18%	0.6	29%	-3%	-17%
C/C=C1/CN2[C@@H]3C4CO[C@@H]3c3c([nH]c5cc(OC)ccc35)[C@@H]2CC14 (stereo partly drawn)	-1%	·	-2%	-3	3%	·	4%	-7%	1%
O=C(COc1ccc(Cl)cc1)NC1CN2CCC1CC2 (stereo not drawn)	-8%	-6	-1%	-3	-11%	-2.7	-1%	-10%	1%
C[C@]12CC[C@@H](O)C[C@@H]1CC[C@@H]1[C@@H]2CC[C@]2(C)[C@@H](O)CC[C@@H]12	1%	·	-2%	-9	-2%	·	1%	6%	1%
Cn1c(O)c(C=NCc2cccs2)c(=O)n(C)c1=O	·	0	-2%	-5	13%	-0.5	6%[57.4 µM]	0%	4%
O=C(O)[C@@H]1C[C@H]1[C@@H](NP(=O)(c1ccccc1)c1ccccc1)c1ccccc1	0%	·	-1%	-8	44%	·	10%	-7%	-4%
Next part
SMILES	ERG Ets-DNA blk	D2 antagonist	Glioma ERSR ind	LDHA inh	RGS4 inhibitor	D2 ag	12-LOX inh	Vif-A3F inh	Vif-A3G inh
COc1ccccc1-n1c(O)c(C=NC2CC2)c(=O)[nH]c1=O	7%	8	-1%	0	-29%	-0.5	-1%	-4%	0%
COc1ccc(CCNCc2ccc(OC)c(OC)c2OC)cc1	·	-5	-1%	-9	-5%	-0.1	?	7%	-3%
COC/C=C1\CN2C3C[C@@H]1[C@H]1COC4=Nc5cc(OC)c(OC)c(OC)c5[C@@]43C[C@@H]12	-4%	·	-1%	-10	4%	·	19%	2%	1%
CCCCC(=O)N/N=C/c1c(O)n(CC)c(=S)n(CC)c1=O	12%	-6	7%	2	-29%	-1.6	?	-5%	?
COc1ccccc1CC1C(=O)C2CCN1CC2 (stereo not drawn)	-2%	-2	-3%	-6	-3%	0.5	19%	-11%	-3%
CC(C)CN1CCN(Cc2ccccc2C(F)(F)F)CC1CCO (stereo not drawn)	10%	1	1%	-2	-16%	-1.2	-1%	-13%	6%
COc1ccc(NC(=O)CCc2nc(C3=CCN(Cc4cccc(Cl)c4)CC3)no2)c(OC)c1	0%	·	-2%	1	-1%	-1.2	-12%	2%	5%
O=C1CCN(C(=O)Cc2ccccc2[N+](=O)[O-])CC1	-2%	0	0%	2	-6%	1.4	17%	6%	-6%
Cc1cccc(OP(N)(=O)Oc2cccc(C)c2C)c1C	21%	16	-5%	-1	8%	1.0	?	-2%	3%
O=C(C1CCN(c2nc3ccc(Br)cc3s2)CC1)N1CCC2(CC1)OCCO2	2%	·	4%	-3	6%	·	i	-5%	-1%
CC(=O)OC1(c2ccccc2)CCN(C)C(C)C1C (stereo not drawn)	1%	-12	-3%	5	17%	0.0	31%[activator]	0%	-2%
CC(C)Oc1cccnc1N(C)C1CCN(Cc2ccccc2)CC1	1%	·	-3%&-2%	-10	?	·	6%	-5%	1%
CCC(C)n1c(O)c(C=NCC2CCCO2)c(=O)[nH]c1=S (stereo not drawn)	0%[15.4 µM]	0	-6%	-1	-30%	1.0	10%	-11%	-13%
O=C(Nc1cccc2ccccc12)N1Cc2ccccc2-n2nncc2C1	·	·	1%	7	·	·	0%	-10%	-1%
Cc1nn(CC(C)C)c(Cl)c1C(=O)NC1CCC(C)CC1 (stereo not drawn)	-6%	8	-1%	-6	17%	0.6	-15%	-21%	-3%
N#CC[N+]1(CCCNP2(=O)C=C(c3ccccc3)OC(c3ccccc3)=C2)CCOCC1	-3%	-4	-4%	-1	20%	0.3	0%	-3%	1%
Cc1ccccc1CN1Cc2cnnn2-c2ccccc2C1C#N (stereo not drawn)	0%	·	-12%	0	?	·	?	4%	?
Cc1ccc2c(c1)C1CN(C)CCC1N2S(=O)(=O)c1ccccc1 (stereo not drawn)	·	44*	-3%	-8	31%	-1.2	?	0%	-1%
CCCCOC(=O)c1ccc(NC(=O)c2c(O)[nH]c(=O)[nH]c2=O)cc1	8%	·	1%	2	4%	·	-2%	0%	-1%
COc1ccc(CC2(CCc3ccncc3)C(=O)NC(=O)NC2=O)c(OC)c1	0%	17	-2%	-2	24%	0.0	?	3%	-4%
CC(O)(CS(=O)(=O)c1ccccc1)C(=O)Nc1ccc(C(F)(F)F)cc1 (stereo not drawn)	-2%	·	-5%	1	-5%	·	-43%	-4%	2%
CN1CCC(c2c[nH]c3ccc(O)cc23)CC1	1%	·	1%&-5%&-4%&-2%	-1	-10%	·	0%&-25%&15%	-8%	2%
O=C(c1ccncc1)C12CN3CN(CN(C3)C1)C2	2%	1	-3%	5	40%	0.0	0%	-2%	0%
C[C@]12CC[C@H](O)C[C@H]1CC[C@@H]1[C@@H]2C[C@@H](O)[C@]2(C)[C@@H](C3=CC(=O)OC3)CC[C@]12O	14%	·	-4%	-2	3%	·	-1%	-5%	-6%
COc1ccc(-c2cc(=Nc3cccc(C(=O)O)c3)c3cc(C)ccc3o2)cc1	4%	-3	-3%	-7	-36%	-1.3	-20%	1%	3%
Nc1ccc(Cl)cc1C(=O)c1ccccc1	10%	-3	-4%	-1	5%	-1.5	-11%	-20%	-9%
CCCCc1nc2ccccc2c(=O)n1-c1ccccc1O	1%	-3	-17%	-3	-3%	-0.2	8%	·	-7%

Source: PubChem BioAssay (National Center for Advancing Translational Sciences (NCATS))
